# Compound activity deposited in PubChem by several laboratories.
# MrgX1 PAM: positive allosteric modulators of MrgX1, primary screen, HEK293 cells, Fluo-4 calcium flux; Mas-related G-protein coupled receptor member X1 (Homo sapiens), Q96LB2; FDSS; hits give high values; B-score at 10 µM; hit rate 0.63% among 310,000; AID 588675, 2011;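 active = plate-corrected calcium response at least 3 library SD above typical, normal starting fluorescence, not activating the receptor alone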;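 also: compound read alongside a low EC10 to EC30 dose of BAM8-22 agonist; peak minus trough fluorescence over baseline measured at the second addition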
# TRPC4 agonist: activators of mouse TRPC4 channel, primary screen, Fluo4 calcium, HEK293 TRPC4beta/mu-opioid cells | Short transient receptor potential channel 4 (Mus musculus), Q9QUQ5 | Fluo4 calcium fluorescence; hits give high values | B-score at 10 µM | hit rate 0.49% among 310,000 | AID 2237, 2010;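 active = B-score above 5 SD of library B-scores, and initial fluorescence ratio not above library mean plus 5 SD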;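 also: positive B-score marks a calcium rise read as TRPC4 activation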
# Target sequence (Q9QUQ5 whole entry, looked up): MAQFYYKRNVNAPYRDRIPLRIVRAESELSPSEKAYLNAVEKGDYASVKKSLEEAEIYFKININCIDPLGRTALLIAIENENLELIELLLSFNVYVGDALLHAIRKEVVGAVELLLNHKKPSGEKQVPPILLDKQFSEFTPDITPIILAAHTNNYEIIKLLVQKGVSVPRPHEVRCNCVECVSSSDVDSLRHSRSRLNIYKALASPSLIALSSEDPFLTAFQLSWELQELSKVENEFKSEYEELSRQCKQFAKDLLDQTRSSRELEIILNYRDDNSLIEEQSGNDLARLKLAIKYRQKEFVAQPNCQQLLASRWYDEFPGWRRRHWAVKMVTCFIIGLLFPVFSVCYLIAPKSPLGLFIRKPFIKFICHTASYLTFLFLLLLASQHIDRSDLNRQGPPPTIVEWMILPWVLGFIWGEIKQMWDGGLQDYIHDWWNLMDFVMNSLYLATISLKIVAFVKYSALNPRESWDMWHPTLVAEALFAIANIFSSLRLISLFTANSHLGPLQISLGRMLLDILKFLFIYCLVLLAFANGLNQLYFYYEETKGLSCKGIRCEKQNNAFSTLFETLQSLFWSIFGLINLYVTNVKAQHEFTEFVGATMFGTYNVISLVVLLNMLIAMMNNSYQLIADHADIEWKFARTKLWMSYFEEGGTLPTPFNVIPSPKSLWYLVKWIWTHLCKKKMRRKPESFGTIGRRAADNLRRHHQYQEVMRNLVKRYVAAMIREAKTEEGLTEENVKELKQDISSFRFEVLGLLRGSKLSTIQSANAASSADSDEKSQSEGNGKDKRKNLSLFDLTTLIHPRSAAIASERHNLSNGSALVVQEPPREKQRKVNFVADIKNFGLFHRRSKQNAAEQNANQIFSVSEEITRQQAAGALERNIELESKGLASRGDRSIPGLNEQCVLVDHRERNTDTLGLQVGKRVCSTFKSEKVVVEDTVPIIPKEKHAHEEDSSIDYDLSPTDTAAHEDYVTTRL
#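 Test system: HEK293 cells stably co-expressing mouse TRPC4beta and mu-opioid receptor | Schedule: Fluo4 dye loading 45 min at room temperature, 110 s recording | Measured by: Kinetic Fluo4 calcium fluorescence, 5 s baseline at 1 Hz | Evaluation: B score of integrated ratio | Controls: Buffer (low) and maximal DAMGO (high)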
# MrgX1 antag: antagonists of human MrgX1 receptor, primary screen, HEK293 cells, Fluo-4 calcium flux; hit rate 1.3% among 310,000; BAM8-22 antagonism; hits give low values; Mas-related G-protein coupled receptor member X1 (Homo sapiens), Q96LB2; B-score at 10 µM;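 active = calcium-response B-score plate-corrected more than 3 library SD below zero, starting fluorescence within 5 deviations, no agonist response on first addition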;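 also: peak minus trough fluorescence over baseline after final BAM8-22 challenge near maximal dose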
# PolyA inhibitor: polyadenylation inhibitors in yeast reporter cells, primary screen, luminescence, S. cerevisiae; S. cerevisiae SKY197-pL101 polyadenylation reporter, beta-gal luminescence; efflux-impaired pdr1/pdr3 knockout yeast; score 100 = 6 SD above DMSO; calls only at 12 µM; hit rate 0.02% among 300,000;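 active = lowest replicate activity score at least 50, where 100 means six control SD above control mean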;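 also: yeast exposed to compound for 9 h at 30 °C; higher score means more reporter readthrough which indicates perturbed polyadenylation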
# TRPC6 activator: mouse TRPC6 channel activators, primary screen, cell-based, HEK293, membrane potential dye | hit rate 0.13% among 310,000 | B-score at 10 µM | AID 2550, 2010 | Short transient receptor potential channel 6 (Mus musculus), Q61143 | HEK293-TRPC6 membrane potential dye fluorescence; hits give high values;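 active = B-score of the integrated fluorescence ratio above library mean plus 3 SD, and starting fluorescence ratio within library mean plus 5 SD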;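 also: higher score means more depolarization so channel activation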
# AI-2 QS modul: Vibrio harveyi AI-2 quorum sensing modulators, primary screen, JMH597 strain, luminescence/OD600 ratio; hit rate 0.4% among 300,000; activity change, % at 7.5 µM; Vibrio harveyi JMH597 AI-2 luminescence/OD600 ratio, 9 h; hits give low values; strain lacks LuxN and CqsS sensors; 0 = neutral-control median; AID 2094, 2009; in the data active = activity change below about -75%, passing the limit was not always enough;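 also: luminescence divided by OD600 gain over 9 h not by final OD600 alone; inactives centre near 13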
# MrgX1 agonist: agonists of human MrgX1 receptor, primary screen, HEK293 cells, Fluo-4 calcium flux | AID 588627, 2011 | B-score at 10 µM | Fluo-4 calcium fluorescence, agonist mode; hits give high values | hit rate 0.44% among 310,000 | Mas-related G-protein coupled receptor member X1 (Homo sapiens), Q96LB2;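 active = calcium response B-score plate-corrected fluorescence ratio at least 3 library SD, with starting fluorescence B-score inside 5 SD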
#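 Test system: HEK293 cells stably expressing human MrgX1 receptor; Input: fifteen thousand cells per well; Dosing: compound delivered in addition one of three; Schedule: overnight seeding, then 1 h dark dye loading; Technique: Fluo-4 NW calcium fluorescence; Measure: B-scored fluorescence response ratio; Controls: positive and negative controls per plate.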
# HIF act: HIF pathway transcriptional activators, primary screen, cell-based, U2OS HRE-luciferase, luminescence | U2OS HRE-luciferase reporter; normalized: DMSO 0%, desferrioxamine 100% | activation, % at 7.5 µM (by protocol) | hit rate 0.32% among 300,000;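 active = mean activation of at least 10% of the iron chelator positive control signal, with at least half of replicates also reaching 10%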
# TRPC6 inhibitor: mouse TRPC6 channel inhibitors, primary screen, cell-based, HEK293, membrane potential dye | Short transient receptor potential channel 6 (Mus musculus), Q61143 | ACh-evoked depolarization; hits give low values | B-score at 10 µM | hit rate 1.1% among 310,000 | AID 2553, 2010;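 active = B-score under library mean minus 3 SD, initial fluorescence not abnormally high, positive integrated signal ratio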;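 also: B-score derived from integrated fluorescence ratio over the kinetic read; more negative B-score means stronger inhibition of depolarization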
# TRPC4 potent: positive allosteric modulators of TRPC4, primary screen, cell-based, mouse TRPC4beta, HEK293 mu-opioid, Fluo-4 calcium; Short transient receptor potential channel 4 (Mus musculus), Q9QUQ5; DAMGO EC20, Fluo-4 Ca2+ flux; hits give high values; B-score at 10 µM; hit rate 0.42% among 310,000;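 active = B-score of calcium response area above 5 SD of library B-scores, with initial fluorescence ratio within 5 SD of library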;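 also: B-score of integrated fluorescence ratio over time as area under calcium response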
# TRPC4 block: inhibitors of mouse TRPC4 channel, primary screen, Fluo4 calcium, HEK293 TRPC4beta/mu-opioid cells; Short transient receptor potential channel 4 (Mus musculus), Q9QUQ5; DAMGO-evoked Fluo4 calcium flux; hits give low values; B-score at 10 µM; hit rate 0.39% among 300,000; AID 2247, 2010;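 active = B-score over 3 SD under the library average, no early fluorescence shift, positive overall ratio signal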
#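 System: stable TRPC4beta/mu-opioid receptor HEK293 cells; Dosing: single-point compound dosing; Measured by: Fluo4 Ca2+ flux fluorescence; Read-out basis: per-well B score of integrated baseline-normalized Fluo4 ratio.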
# An asterisk follows results filed as active; i = inactive; / = not tested or not shown.
SMILES,MrgX1 PAM,TRPC4 agonist,MrgX1 antag,PolyA inhibitor,TRPC6 activator,AI-2 QS modul,MrgX1 agonist,HIF act,TRPC6 inhibitor,TRPC4 potent,TRPC4 block
Cc1cc(S(=O)(=O)Nc2ccc(N(C)C)cc2)c(C)s1,i,i,i,i,i,-4,i,1.2,i,i,i
O=C(COC(=O)c1c2c(nc3ccccc13)/C(=C\c1cccs1)CCC2)Nc1ccccc1Cl,i,i,i,i,i,10,i,0.0,i,i,i
Nc1nnc(SCC(=O)Nc2sc3c(c2C(=O)c2ccccc2)CCCC3)s1,i,i,i,i,i,-18,i,0.0,i,i,i
O=C(c1ccccn1)N(Cc1ccco1)C1(C(=O)NC2CCCC2)CCCCC1,i,i,i,i,i,12,i,0.0,i,i,i
Cn1cccc1Cc1nnc(SCC(=O)Nc2ccccc2)n1-c1ccc(F)cc1,i,i,i,i,i,22,i,0.0,i,i,i
Cc1cc(C)nc(/N=C(\N)Nc2ccc(C(C)C)cc2)n1,i,i,i,i,i,32,32*,1.5,i,i,i
Cc1oc(-c2ccoc2)nc1CN(CC1CCC(=O)N1)C(C)C (stereo unspecified),i,i,i,i,i,36,i,-0.7,i,i,i
O=C(N/N=C\c1ccc(Cl)cc1Cl)c1sccc1-n1cccc1,i,i,i,i,i,27,i,0.3,i,i,i
COCCCNC(=O)c1ccccc1NS(=O)(=O)c1ccc(C)cc1,i,i,i,i,i,12,i,-0.2,i,i,i
CCNC(=O)c1ccc(-n2nc(C)cc2-c2ccccc2)cc1,i,i,i,i,i,0,i,-1.1,i,i,i
Nc1cc(-c2cccc(F)c2)nn1S(=O)(=O)c1cccc2nsnc12,i,i,i,i,i,9,i,-0.3,i,i,i
COc1ccc(Cn2c(C)nnc2-c2cnn(C)c2N)cc1,i,i,i,i,i,/,i,0.1,i,i,i
CCOc1ccc2nc(SCC(=O)N(C)C3CCS(=O)(=O)C3)[nH]c2c1 (stereo unspecified),i,i,i,i,i,-5,i,0.3,i,i,i
O=C1OC(c2ccc3c(c2)OCO3)=N/C1=C\c1ccc(C(=O)O)cc1,i,i,i,i,i,6,i,-1.4,i,i,i
O=C(NC1CCCC1)C(c1ccccc1F)N(C(=O)Cc1cccs1)c1ccc2c(c1)OCCO2 (stereo unspecified),i,i,i,i,i,22,i,-0.4,i,i,i
Cc1ccc(NCCCCO)cc1C,i,i,i,i,i,5,i,0.1,i,i,i
Cc1ccc(C)c(C(=O)COC(=O)CN2C(=O)C3C4CCC(C4)C3C2=O)c1 (stereo unspecified),i,i,i,i,i,1,i,0.1,i,i,i
COc1cccc(-n2nc(C(=O)O)c3ccccc3c2=O)c1,i,i,i,i,i,22,i,/,i,i,i
O=C(Nc1ccccc1N1CCCC1)c1cc(Cl)ccc1Cl,i,i,i,i,i,22,i,-0.3,i,i,i
Cc1occc1-c1nnc(SCC(=O)N2CCN(c3ccc(F)cc3)CC2)n1C,i,i,i,i,i,3,i,-0.4,i,i,i
Cc1ccc(N2Cc3ccccc3C2=O)cc1,i,i,i,i,i,10,i,-0.9,i,i,i
CCN(CC)S(=O)(=O)c1ccc(NN=C2CCN(C(C)C)CC2)c([N+](=O)[O-])c1,i,i,i,/,i,21,i,-0.1,i,i,i
O=C(COC(=O)c1ccc(Cl)cc1O)NC(=O)C1CCCCC1,i,i,i,i,i,23,i,0.2,i,i,i
O=C(Cn1cc(SCc2ccc(F)cc2)c2ccccc21)N1CCOCC1,i,i,i,i,i,21,i,0.9,i,i,i

# A few values from the list.
# Cn1cccc1Cc1nnc(SCC(=O)Nc2ccccc2)n1-c1ccc(F)cc1 @ HIF act = 0.0
# Nc1nnc(SCC(=O)Nc2sc3c(c2C(=O)c2ccccc2)CCCC3)s1 @ AI-2 QS modul = -18

# (cont.)
SMILES,MrgX1 PAM,TRPC4 agonist,MrgX1 antag,PolyA inhibitor,TRPC6 activator,AI-2 QS modul,MrgX1 agonist,HIF act,TRPC6 inhibitor,TRPC4 potent,TRPC4 block
CC(=O)Oc1ccc(C(=O)Nc2cc(C)ccc2NC(=O)COc2ccccc2)cc1,i,i,i,i,i,13,i,0.1,i,i,i
Nc1ccc(C(=O)NCCCCCCNC(=O)c2ccc(N)cc2)cc1,i,i,i,i,i,4,i,0.8,i,i,i
O=C(c1ccc2c(c1)OCO2)C1CCCN(C(=O)Nc2ccc(F)cc2F)C1 (stereo unspecified),i,i,i,i,i,9,i,/,i,i,i
CC(C)[C@H](NS(=O)(=O)c1ccccc1)C(=O)OCn1nnc2ccccc2c1=O,i,i,i,i,i,16,i,0.1,i,i,i
CCCc1nc2ccccc2c(=O)n1-c1ccc(C(=O)OCC)cc1,i,i,i,i,i,18,i,-0.5,i,i,i
CC(=O)NC1=NN(c2ccccc2)C(=O)C1,i,i,i,i,i,17,i,-0.7,i,i,i
Cc1cnc(NC(=O)CCc2ccccc2)s1,i,i,i,i,i,8,i,5.0,i,i,i
O=C(NCCc1ccccc1)c1c(F)cccc1F,i,i,i,i,i,-40,i,1.6,i,i,i
CCN1C(=O)/C(=C/C=C2\C=CN(CC)c3ccccc32)SC1=S,i,i,i,i,i,13,i,/,-6.1*,i,i
COC(=O)c1ccsc1NC(=O)c1ccco1,i,i,i,i,i,47,i,-0.1,i,i,i
CCC(C)[C@H](NC(=O)N1CCCC1)C(=O)O (stereo partly specified),i,i,i,i,i,28,i,-0.3,i,i,i
O=C(O)CCNS(=O)(=O)c1cccc(Br)c1,i,i,i,i,i,21,i,-0.4,i,i,i
CC(C)C1CCN(C(=O)C2CCC(=O)N(CCc3ccc(Cl)cc3)C2)CC1 (stereo unspecified),i,i,i,i,i,54,i,0.0,i,i,i
CC(C)(C)NCc1cc(Br)ccc1OCc1cccs1,i,i,i,i,i,28,i,0.3,-11*,i,i
COc1ccc(/C=N/Nc2nncc3ccccc23)cc1,i,i,i,i,i,28,i,0.8,i,i,i
CC(c1nccs1)N(C)C(=O)CCc1nnc(CCc2ccccc2)o1 (stereo unspecified),i,i,i,i,i,10,i,/,i,i,i
CCOc1ccc(/C=N/n2c(C)nnc2C)cc1OC,i,i,i,i,i,13,i,-0.1,i,i,i
COC(=O)[C@@H]1C[C@@]2(O)[C@H](O)[C@H](O)[C@H](O)C[C@H]2N1Cc1ccc(C)s1,i,i,i,i,i,14,i,-0.1,i,i,i
CC1CCCN(S(=O)(=O)c2ccc3c(c2)n(C)c(=O)c(=O)n3C)C1 (stereo unspecified),i,i,i,i,i,13,i,-0.2,i,i,i
COc1ccc(-c2c(-c3ccc4c(c3)OCO4)noc2C)cn1,i,i,i,i,i,3,i,0.9,i,i,i
COc1cnn(-c2ccc(C)cc2)c(=O)c1SCc1ccccc1,i,i,i,i,i,14,30*,1.6,i,i,i
CCc1ccc(NS(=O)(=O)c2cc3c(cc2C)n(C)c(=O)c(=O)n3C)cc1,i,i,i,i,i,6,i,-0.4,i,i,i
COc1ccccc1OCC(=O)NCC1CCCN(Cc2cnn(C(C)C)c2)C1 (stereo unspecified),i,i,i,i,i,12,i,-0.4,i,i,i
O=C(CC1(O)C(=O)c2ccccc2C1=O)c1ccccc1,i,i,i,i,i,2,i,-0.1,i,i,i
N#C/C(=C\C1=C(N2CCOCC2)C(=C\c2ccc(Cl)cc2)/CC1)C(=O)Nc1ccccc1F,i,i,i,i,i,33,i,-0.3,i,i,i
Cc1ccc(SCC(=O)OCC(=O)N(C)CC(=O)Nc2ccc(F)cc2)cc1,i,i,i,i,i,-22,i,-0.4,i,i,i
O=C(Nc1ccc(N2CCOCC2)c2nonc12)C1CCCC1,i,i,i,i,i,7,i,-38,i,i,i
O=C(c1cncc(Br)c1)N1CCN(S(=O)(=O)c2ccccc2)CC1,i,i,i,i,i,13,i,-0.3,i,i,i
Cc1nc2nc[nH]n2c(=O)c1NS(C)(=O)=O,i,i,i,i,i,16,i,-0.4,i,i,i
NC(=O)NN=C1C2CCCC1C(c1ccccc1)NC2c1ccccc1 (stereo unspecified),i,i,i,i,i,2,i,-0.2,i,i,i
CCOc1cc(-c2noc(CCC(=O)NCCc3ccccc3)n2)ccc1OC,i,i,i,i,i,11,i,0.5,i,i,i
CCOc1ccccc1OCC(=O)N/N=C(\C)Cc1ccc(OC)cc1,i,i,i,i,i,32,i,-0.7,i,i,i
CCC(=O)N1c2ccccc2[C@@H](N(C(C)=O)c2ccccc2)C[C@H]1C,i,i,i,i,i,8,i,-0.6,i,i,i
COc1ccc(/C=N/Nc2nc3ccccc3c(=O)[nH]2)cc1,i,i,i,i,i,25,i,1.6,i,i,i
O=C1NC(=O)C(c2cccs2)(c2cccs2)N1,i,i,i,i,i,/,i,-1.1,i,i,i
CCN(CC)C(=O)CSc1ccccc1N,i,i,i,i,i,2,i,0.1,i,i,i
CC(=O)NS(=O)(=O)c1ccc(NC(=O)CC23CC4CC(CC(Br)(C4)C2)C3)cc1,i,i,i,i,i,15,i,0.7,i,i,i
Cc1cc(C)c(OCC(=O)Nc2ccccc2N2CCOCC2)c(C)c1,6.9*,i,i,i,i,39,i,-0.5,i,i,i
NC(=O)CC(NC(=O)Cc1cccc2ccccc12)c1ccc(NCCc2cccc(F)c2)c([N+](=O)[O-])c1 (stereo unspecified),i,i,i,i,i,14,i,-0.3,i,i,/
Cn1c(CC(=O)Nc2ccccc2)n[nH]c1=S,i,i,i,i,i,5,i,-0.4,i,i,i

# The list is partial; count on the stated rates, not on these rows.
